Screens from PubChem BioAssay.
b-catenin transl: modulators of beta-catenin nuclear translocation | nuclear translocation activity, % at 5 µM | 190,000 tested, 0.3% active | HeLa beta-catenin nuclear translocation, immunofluorescence imaging | AID 1665;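 active = nuclear translocation activity above 50% at 5 µM, with a well cell count of 50 or more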;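 note: per-cell ratio of nuclear to cytoplasmic median beta-catenin stain intensity; plate controls were DMSO negative control for no effect and GSK-3 inhibitor IX positive control for full effect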
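Test system: HeLa cells, endogenous beta-catenin; Compound: single 5 µM dose plus 0.02–20 µM confirmation series; Times: compound exposure 24 h at 37°C; Signal: fluorescence imaging of beta-catenin antibody stain plus DAPI; Read-out: % activation, nuclear-to-cytoplasmic median beta-catenin signal ratio per cell.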
human PMI inhibition: inhibitors of human PMI, primary screen, biochemical, fluorescence intensity, coupled assay (AID 1209); 190,000 tested, 0.42% active; purified PMI enzyme, coupled fluorescence intensity; higher % means a stronger effect; inhibition, % at 20 µM, or IC50 in µM where a hit was titrated; in the data active = inhibition above about 50%;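 note: plate controls were DMSO vehicle for no effect and wells lacking substrate for full effect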
T cell HTS: T cell immune modulation candidate | 2C CD8+ T cell-vesicle binding, flow cytometry; active compounds read low | calls only at 7 µM | 330,000 tested, 0.068% active | AID 2052;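 active = response, share of CD8 T cells binding vesicles, and their 90th percentile fluorescence all below set limits, cut at about 80% in these data, passing the limit was not always enough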
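Test system: purified 2C TCR transgenic mouse naive CD8+ T cells. Probe or stimulus: QL9-peptide-loaded Drosophila micro-vesicles bearing Ld, ICAM-1 and B7-1. Incubation: binding step 1.5 h, 37 °C, antibody labelling 20 min, ice. Measured by: flow cytometry of vesicle-bound cells.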
Ins promoter up: MIN6 insulin promoter up-regulation; MIN6 insulin promoter-GFP reporter, high-content imaging; active compounds read high; z-score at 5 µM; 190,000 tested, 0.3% active;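 active = z-score above 3 at 5 µM with at least 500 cells counted in the well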
Myeloid diff MLP: myeloid differentiation induction; ER-HoxA9 myeloid progenitors, lysozyme-GFP differentiation, flow cytometry; 360,000 tested, 1% active; calls only at 10 µM; AID 624256;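 active = normalized GFP-positive differentiation at or above the plate's own cutoff, the solvent-only control mean plus 3 SD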;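 note: cells exposed to compound for four days before flow analysis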
TNAP activators: human TNAP enzyme activators, primary screen, biochemical, luminescent, no phosphate acceptor, uHTS (AID 1001). purified TNAP, luminescent activation assay, no phosphate acceptor; higher activation fold means a stronger effect. one-dose activation fold at 20 µM; EC50 in µM for titrated hits. 200,000 tested, 0.03% active; in the data active = activation fold from about 3, or a potency from the dose series; inactive = the rest, 99 in 100 with activation fold below about 1.6; note: many of its hits are not listed in these tables
Dynein cargo inh: dynein cargo transport inhibition; 3617.4 mouse cells, GR-EGFP nuclear translocation imaging; test concentration mostly 20 µM; stimulated with dexamethasone, 1 µM; active compounds read low; z-score, hits read low; 220,000 tested, 0.47% active; AID 1381;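 active = plate z-score of nuclear minus cytoplasmic receptor signal below a set negative limit, without overly bright fluorescence or cell loss, cut at about -3.5 in these data, passing the limit was not always enough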;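 note: z-score of nuclear minus cytoplasmic ring GR-EGFP intensity difference per well; some compounds called inactive have numbers as strong as hits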
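medium = tetracycline-free induction medium containing charcoal-stripped FBS | probe or stimulus = dexamethasone, 1.0 µM final | timing = 48 h induction, then 1 h compound, then 30 min agonist, 37 °C | detection = automated 10x imaging of fixed Hoechst-stained cells | read-out basis = nuclear versus cytoplasmic GR-EGFP signal, averaged per well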
MT stabilize HCS: microtubule stabilizers in HeLa cells. % tubulin-high responders, % at 10 µM. AID 2205. HeLa tubulin immunostaining HCS, 24 h; share of cells brighter than vehicle mean+2SD. 200,000 tested, 0.83% active;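 active = plate Z-score above 3 for both tubulin-high and condensed-nucleus cell shares, with cell loss under 80%, at 10 µM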;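 note: anti alpha tubulin signal scored within the nucleus-defined area of each cell; some results filed as inactive read as strong as hits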
Hep lipid drop: hepatic lipid droplet formation modulation; AML12 mouse hepatocytes, oleate lipid droplets, BODIPY imaging; inhibition, % at 6.5 µM; 240,000 tested, 0.4% active; AID 1656;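 active = lipid droplet intensity inhibited by at least 50%, with more than 500 cells counted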
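Assay system: AML12 mouse liver cells | Compound dosing: One dose, 6.5 µM compound | Read-out basis: Droplet intensity reduction, % inhibition | Measured by: Fluorescence imaging, 20x objective, two fields per well | Schedule: Overnight treatment with compound plus oleate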
Dynein cargo inh cytoplasmic EGFP: further read-out of Dynein cargo inh, marked with its call; z-score; measured here: cytoplasmic GR-EGFP intensity; active compounds read high
Dynein cargo inh nuclear GR-EGFP: further read-out of Dynein cargo inh, marked with its call; z-score; measured here: nuclear GR-EGFP intensity;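 lower value marks the stronger effect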
Dynein cargo inh cell count: also measured in Dynein cargo inh; calls as there; z-score; measured here: cell count per field
Ins promoter up cell count: recorded beside Ins promoter up, whose call it bears; cell count; measured here: cytotoxicity, nuclei count;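 total cells summed across four imaged fields per well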
Hep lipid drop cells 6.5 µM: second read-out of Hep lipid drop, no call of its own (marks repeat the call); cell count; measured here: cell count, cytotoxicity flag;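 cells counted across two imaged fields per well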
b-catenin transl cell count 5 µM: recorded beside b-catenin transl, whose call it bears; cell count; measured here: cell count, cytotoxicity flag
T cell HTS vesicle-bound %: recorded beside T cell HTS, whose call it bears; double positive events, %; measured here: CD8+ vesicle-bound cell fraction;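 binding gate set so that unloaded-vesicle control wells show 10% double positive cells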
MT stabilize HCS Hoechst-high %: also measured in MT stabilize HCS; calls as there; % Hoechst-high responders; measured here: nuclear condensation Hoechst responders;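 share of cells brighter than vehicle mean plus two SD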
MT stabilize HCS cytotoxicity %: also measured in MT stabilize HCS; calls as there; toxicity, %; measured here: cytotoxicity by cell density;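 0% = mean cell density of plate MIN control wells and 100% = no cells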
Myeloid diff MLP GFP+ MAC1+ %: further read-out of Myeloid diff MLP, marked with its call; GFP+ MAC1+ double positive, %; measured here: differentiation confirmed by MAC1 staining
* hit, by the source's call; i = inactive; x = no result given; + = active, no number. Random draw from the library. Share with any hit: about 3%.

SMILES	b-catenin transl	b-catenin transl cell count 5 µM	human PMI inhibition	T cell HTS	T cell HTS vesicle-bound %	Ins promoter up	Ins promoter up cell count	Myeloid diff MLP	Myeloid diff MLP GFP+ MAC1+ %	TNAP activators	Dynein cargo inh	Dynein cargo inh cytoplasmic EGFP	Dynein cargo inh nuclear GR-EGFP	Dynein cargo inh cell count	MT stabilize HCS	MT stabilize HCS Hoechst-high %	MT stabilize HCS cytotoxicity %	Hep lipid drop	Hep lipid drop cells 6.5 µM
OCCC1CN(Cc2cccn2-c2ncccn2)CCN1CCc1ccccc1 (stereo not drawn)	-1.1	1060	3%	i	7	-3.4	1114	i	1.0	1.1	-0.48	-0.27	-0.43	0.56	1.7	1.5	3.9	7	703
CCOc1ccc2nc(NC(=O)Nc3ccccc3)sc2c1	3.8	989	-1%	i	26	x	x	i	0.1	1	-0.22	-0.23	-0.21	0.44	1.1	1.9	4.8	5	839
N#Cc1c(N)n(-c2cccc(O)c2)c2nc3ccccc3nc12	0.3	1323	x	i	47	0.19	1364	i	0.4	x	1.7	-0.21	0.63	-0.49	x	x	x	-3	718
CCN(CC)CCNc1nc(-c2ccccc2)nnc1C(F)(F)F	2.3	1119	3%	i	48	-0.68	1619	i	1.4	1	3.1	0.28	0.9	-1.7	1.1	2.0	7.0	21	610
Cc1ccc2c(c1)nnn2C1CCN(S(C)(=O)=O)CC1	-0.7	903	-3%	i	8	x	x	i	0.9	1.1	-0.2	-0.016	-0.15	-0.072	2.1	2.4	6.3	x	x
O=C(NCCc1ccccc1)c1c(F)cccc1F	1.2	985	9%	i	56	-0.29	1445	i	0.2	1.1	-0.61	-0.35	-0.097	0.7	1.7	1.5	11	0	733
CC(C)CCOC(=O)C[N+](C)(C)CCOC1CC2CCC1(C)C2(C)C (stereo not drawn)	-1.0	1134	-11%	i	32	-4.7	636	i	0.7	1	0.62	-0.32	0.49	0.1	2.5	1.8	15	6	686
Cc1cc(/C=N/Nc2ccc([N+](=O)[O-])cn2)c(C)n1-c1cccc(C(=O)O)c1	0.5	1288	x	i	33	-0.44	1077	i	1.7	x	0.6	0.2	0.39	-1.8	x	x	x	1	730
CCOc1ccc(N(CC(=O)Nc2cc(C)ccc2C)S(=O)(=O)c2c(C)[nH]c(=O)[nH]c2=O)cc1	-0.5	1252	x	i	24	0.97	929	i	0.3	x	0.51	-0.29	0.7	0.58	x	x	x	-1	635
COC(=O)C(C)Oc1ccc2c3c(c(=O)oc2c1)CCCCC3 (stereo not drawn)	1.3	954	3%	i	8	0.39	1126	i	0.9	1.1	0.089	-0.22	0.18	0.066	2.2	1.8	22	-4	724
COC(=O)c1cc(OC)c(OC)cc1NC(=O)c1ccc(Br)o1	x	x	x	i	49	x	x	i	0.9	x	0.16	-0.22	0.14	0.7	4.2	2.0	6.7	x	x
CCn1c(NC(=O)c2ccco2)c(-c2ccccc2Cl)c(=O)c2ccccc21	2.3	905	-6%	i	41	-0.07	1056	i	0.5	0.9	-0.64	-0.12	-0.28	0.26	5.7	4.6	5.2	x	x
CCOC(=O)C1=C(c2ccccc2)Nc2ncnn2C1c1cc(OC)ccc1OC (stereo not drawn)	-1.9	1069	4%	i	36	-1.2	1289	i	0.9	1.1	-0.67	-0.24	-0.6	-0.39	1.2	3.1	6.1	6	653
CCn1c(SCc2ccc(C)cc2)nnc1-c1nn(-c2ccccc2)ccc1=O	0.2	1454	12%	i	20	0.54	1543	i	1.4	1	0.065	-0.2	0.56	-0.52	2.3	1.6	8.0	x	x
CC(C)C(=O)Nc1ncc(Cc2ccccc2Cl)s1	-0.9	989	4%	i	15	-0.72	1402	i	0.4	1.1	-0.47	-0.29	-0.29	0.017	1.9	1.5	6.2	-9	684
CC(NC(=O)CCOc1ccccc1)c1ccccc1 (stereo not drawn)	-15	1304	10%	i	44	x	x	i	0.5	1.1	0.54	-0.16	0.16	0.11	1.3	1.1	7.5	9	740
Cc1ccc(C(O)c2cccnc2)o1 (stereo not drawn)	-3.6	1026	0%	i	22	x	x	i	3.0	1.1	0.96	-0.18	0.67	-1.1	1.6	1.9	8.3	x	x
NC(=O)C1CCN(C(=O)CN2CCCc3ccccc32)CC1	x	x	-50%	i	28	x	x	i	0.3	1.1	0.84	-0.32	0.3	0.84	2.8	2.1	6.5	-13	669
Cc1cccc(N/C(N)=N/c2nc(C)c(Cc3ccccc3)c(=O)[nH]2)c1	-0.3	1624	4%	i	9	0.11	1399	i	0.5	1.1	0.37	-0.24	0.093	-0.095	2.6	2.6	5.5	-10	671
Cc1ccc(C)n1-n1c(C)nc2scc(-c3ccccc3)c2c1=O	-3.4	1132	15%	i	12	0.89	884	i	0.5	1.1	-1.2	0.11	-0.31	2.2	3.0	1.9	6.6	-3	795
CCOC(=O)N1CCC(N2CCCC(C(=O)c3cccc(OC)c3)C2)CC1 (stereo not drawn)	0.6	1331	x	i	10	-0.26	1056	i	0.5	x	-0.082	-0.21	-0.064	-0.8	x	x	x	-1	684
O=C(c1cc(C(=O)N2CCOCC2)c2nc3ccccc3n2c1)c1cc(Cl)cc(Cl)c1O	-0.8	1355	x	i	49	-0.01	759	i	0.2	x	2	-0.59	0.92	-2	x	x	x	49	715
COc1ccc(C(C(=O)NC(C)(C)C)N(C(=O)CNC(=O)c2cccs2)c2ccc(C(C)C)cc2)cc1OC (stereo not drawn)	x	x	3%	i	13	x	x	i	5.9	1.1	-0.12	-0.24	-0.41	0.62	2.4	1.0	0.1	x	x
CC(=O)N(C(C)=O)c1nc(-c2ccccc2)cn1/N=C/c1ccccc1	-0.3	1337	x	i	35	-0.31	1138	i	0.9	x	-0.32	-0.27	0.19	0.46	x	x	x	-10	724
Cc1sc(N(C(=O)CCc2ccccc2)c2ccc(C(=O)O)cc2)nc1-c1ccccc1	1.6	1029	11%	i	6	-0.55	1439	i	0.2	1	0.13	-0.3	-0.03	0.13	3.3	1.6	2.0	-3	682
(continued)
SMILES	b-catenin transl	b-catenin transl cell count 5 µM	human PMI inhibition	T cell HTS	T cell HTS vesicle-bound %	Ins promoter up	Ins promoter up cell count	Myeloid diff MLP	Myeloid diff MLP GFP+ MAC1+ %	TNAP activators	Dynein cargo inh	Dynein cargo inh cytoplasmic EGFP	Dynein cargo inh nuclear GR-EGFP	Dynein cargo inh cell count	MT stabilize HCS	MT stabilize HCS Hoechst-high %	MT stabilize HCS cytotoxicity %	Hep lipid drop	Hep lipid drop cells 6.5 µM
O=c1cc(CSc2nnc(COc3ccccc3)o2)c2ccccc2[nH]1	-4.8	1160	24%	i	29	0.44	742	i	1.9	1.1	-0.27	-0.25	-0.048	-0.042	5.1	3.8	9.3	2	752
Cc1cc(C)cc(NC(=O)COC(=O)c2cc(=O)[nH]c(=O)[nH]2)c1	0.0	1554	3%	i	54	-0.09	1441	i	0.6	1.1	2.1	-0.26	1.7	-2.2	6.0	2.9	4.8	0	739
COc1ccc(C2(C(=O)Nc3ccc(C)c(C)c3)CCOCC2)cc1	0.9	1532	11%	i	44	x	x	i	0.3	1	-0.81	-0.23	-0.61	0.76	2.0	1.7	8.0	2	660
COc1ccc(Cl)cc1C(=O)NCC#N	-2.0	1309	-2%	i	5	0.54	1601	i	0.4	1.1	-0.1	-0.24	-0.82	1.4	1.8	2.5	4.8	x	x
O=c1cc(CO)oc(CN2CCN(c3cccc(C(F)(F)F)c3)CC2)c1O	-1.8	1127	-26%	i	0	x	x	i	2.0	1	0.35	0.029	0.37	-0.64	2.0	0.9	8.3	-1	712
CC1(C)CC(=O)C2=C(C1)N(c1ccc(F)cc1)C(=O)C2(NC(=O)c1ccccc1)C(F)(F)F (stereo not drawn)	-1.6	936	21%	i	46	0.21	1308	x	x	1.2	0.006	-0.33	-0.33	0.26	1.2	2.3	6.0	-29	535
COc1ccc(OCCNS(=O)(=O)c2ccccc2)cc1	-7.2	1065	-8%	i	55	-0.44	1491	i	1.5	1.2	-0.94	-0.24	-0.19	0.88	1.7	1.6	6.0	x	x
C[C@H](NC(=O)OCc1ccccc1)c1nnc([C@H](Cc2ccccc2)NC(=O)OC(C)(C)C)o1	-0.6	1321	x	i	38	0.07	835	i	1.6	x	-0.56	-0.54	-0.19	-0.074	x	x	x	7	689
CCc1ccccc1NNC(=O)c1snnc1C	-4.6	1215	x	+	1.0*	-1.2	1453	i	0.1	x	-0.62	-0.24	-0.34	0.53	x	x	x	-4	692
CCCC1=NN(C(=O)Cc2ccc(OC)c(OC)c2)C(O)(C(F)(F)F)C1 (stereo not drawn)	2.3	1272	x	i	33	-0.28	1137	i	0.4	x	-0.81	-0.25	-0.38	1.1	x	x	x	7	714
N/C(=N\OC(=O)c1ccccc1Cl)c1ccccn1	x	x	0%	i	37	x	x	i	2.5	1.1	-0.89	-0.21	-0.71	0.97	2.0	1.4	6.0	x	x
